VHR inh color – VHR1 (DUSP3) phosphatase inhibition; P51452; recombinant VHR phosphatase, colorimetric substrate read-out; inhibition, % at 20 µM; hit rate 0.7% among 50,000; AID 1992; in the data active = inhibition above about 60%; note: some results filed as inactive read as strong as hits
Target sequence (P51452 whole entry, looked up): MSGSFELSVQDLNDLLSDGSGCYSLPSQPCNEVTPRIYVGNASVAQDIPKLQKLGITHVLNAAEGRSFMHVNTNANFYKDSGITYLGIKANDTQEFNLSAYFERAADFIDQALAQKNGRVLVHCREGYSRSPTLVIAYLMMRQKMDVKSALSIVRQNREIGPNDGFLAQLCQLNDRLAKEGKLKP
* hit, by the source's call. Only part of the results is shown. The share of hits here may be higher or lower than overall.

SMILES	VHR inh color
COc1cc(-c2noc(-c3ccccc3Cl)n2)cc(OC)c1OC	-9
CC(O)CNC(=O)C(=O)Nc1ccc(N(C)C)cc1 (centres undefined)	-6
Cc1cc(C)c(NC(=O)C(C)SCC(=O)Nc2ccc3ccccc3c2)c(C)c1 (centres undefined)	3
COCCN1C(=O)C(=O)/C(=C(/O)c2ccccc2)C1c1cccc(OC)c1 (centres undefined)	-3
CC12CC3CC(C)(C1)CC(CNC(=O)COc1ccccc1)(C3)C2	-11
CC1(C)CC(=O)C(N=Nc2cc(C(=O)Nc3ccccc3)ccc2Cl)=C(O)C1	-12
CCOC(=O)c1c(N)sc(C(=O)Nc2ccc3c(c2)OCO3)c1C	-2
CCOc1ccc(NC(=O)C(=O)Nc2cccc(C(F)(F)F)c2)cc1	1
CC(C)C12CN(C(=O)c3ccccc3)CC(C(C)C)(CN(C(=O)c3ccccc3)C1)C2=O	-7
COc1ccc(CCNCc2ccncc2)cc1	-41
C=CCc1ccc(OCC(O)CN2C(C)CCCC2C)c(OC)c1 (centres undefined)	-12
COc1cc(OC)cc(C(=O)N2CCN(Cc3ccccc3C)CC2)c1	-4
COc1cccc(C2C(C(=O)Nc3ccccc3)=C(C)N=c3s/c(=C\c4c[nH]c5ccccc45)c(=O)n32)c1 (centres undefined)	7
O=C1c2ccccc2NC(c2ccc(Cl)cc2Cl)N1Cc1ccco1 (centres undefined)	-18
Cc1ccc(NC(=O)c2ccc(Oc3ccc([N+](=O)[O-])cc3)cc2)cc1C	4
O=C(O)COc1ccc(Br)cc1/C=N/NC(=O)/C(=C/c1ccccc1)NC(=O)c1ccccc1	-26
C=CCN1C(=O)/C(=C\c2cc(C)n(-c3ccc(C)cc3)c2C)C(=O)NC1=S	6
CCOc1ccc(C2/C(=C(\O)c3ccccc3)C(=O)C(=O)N2CCCC(=O)O)cc1 (centres undefined)	16
CC(=O)N(C)c1ccc(NC(=O)COc2ccc(Cl)cc2)cc1	-11
CCN1C(=O)/C(=C\c2ccc3c(c2)OCO3)C(C(=O)OC)=C1C	-9
COc1cc(NS(=O)(=O)c2ccc(N/C=C\C(=O)c3ccc4ccccc4c3)cc2)nc(OC)n1	13
CCOC(=O)c1c(NC(=O)CN2CCN(C)CC2)sc2c1CCN(C(=O)OCC)C2	-25
CCOC(=O)C1=C(O)/C(=C/c2ccccc2)SC1=Nc1ccc([N+](=O)[O-])cc1	0
CCc1ccc(OCC(=O)Nc2ccc3ccccc3c2)cc1	-6
COc1ccc(C(=O)N2CCN(C(=O)c3ccc([N+](=O)[O-])cc3)CC2)cc1	-14
Nc1nonc1OCCN1CCN(c2ccc([N+](=O)[O-])c3cccnc23)CC1	-26
COC(=O)CN(c1ccc(C)c(C)c1)S(C)(=O)=O	-18
COc1ccc(OCCNc2cc(Cl)ccc2[N+](=O)[O-])cc1	-2
O=C(Nc1ccccc1C(=O)Nc1ccc(Br)cc1)c1ccco1	-4
O=C(CSc1ccccn1)Nc1ccc(/C=C/c2ccccc2)cc1	-20

Single entries from the entries so far.
VHR inh color with `CC1(C)CC(=O)C(N=Nc2cc(C(=O)Nc3ccccc3)ccc2Cl)=C(O)C1` stands at -12
VHR inh color with `O=C(O)COc1ccc(Br)cc1/C=N/NC(=O)/C(=C/c1ccccc1)NC(=O)c1ccccc1` stands at -26
VHR inh color with `COc1cc(OC)cc(C(=O)N2CCN(Cc3ccccc3C)CC2)c1` stands at -4
VHR inh color with `O=C(CSc1ccccn1)Nc1ccc(/C=C/c2ccccc2)cc1` stands at -20
VHR inh color with `CC12CC3CC(C)(C1)CC(CNC(=O)COc1ccccc1)(C3)C2` stands at -11
VHR inh color with `COC(=O)CN(c1ccc(C)c(C)c1)S(C)(=O)=O` stands at -18

Gathered by group: the compounds so far with bromine (2)
SMILES	VHR inh color
O=C(O)COc1ccc(Br)cc1/C=N/NC(=O)/C(=C/c1ccccc1)NC(=O)c1ccccc1	-26
O=C(Nc1ccccc1C(=O)Nc1ccc(Br)cc1)c1ccco1	-4

The listing continues.
SMILES	VHR inh color
O=C(CCN1C(=O)/C(=C/c2cccs2)SC1=S)Nc1cccc(F)c1	11
COc1ccc(CC(=O)ONC(=O)c2ccc(Cl)cc2)cc1OC	-5
CCOc1ccccc1NC(=O)c1c(NC(=O)c2ccccc2Cl)sc2c1CCC(C)C2 (centres undefined)	-14
Cc1cc(=O)oc2c(C=NC3CCCCC3)c(O)ccc12	-1
O=C(Nc1nccs1)c1ccc(N2C(=O)CCC2=O)cc1	-4
CC1(C)CC(=O)C2=C(C1)N=C1c3ccccc3C(=O)C1C2c1ccc(O)c(O)c1 (centres undefined)	-10
CCOc1ccccc1NC(=O)c1c(NC(=O)Cc2ccccc2)sc2c1CCCCC2	-23
O=C(CCC1CCCCC1)N1CCN(c2cccc(Cl)c2)CC1	-2
COC(=O)NC(NC(=O)OC)c1ccc(Br)cc1	8
Cc1ccc(OCC(=O)N/N=C\c2ccc(OC(=O)c3ccc(Br)cc3)cc2)cc1	-1
Cc1ccc(C(O)(C(=O)Nc2ccccn2)c2ccc(C)cc2)cc1	-3
Cc1cccc(NC(=O)c2cc([N+](=O)[O-])ccc2Cl)c1Cl	-38
O=C(Nc1ccc2nn(-c3ccccc3)nc2c1)c1cccc(I)c1	-11
COc1cc(C2SCC(=O)N2Cc2ccco2)cc([N+](=O)[O-])c1O (centres undefined)	4
COc1ccc(-c2cn3c(n2)SCC3)cc1	-14
C=CCNC(=O)COc1cccc(C)c1	-26
COc1ccccc1N1C(=O)CC(Nc2ccc(N3CCOCC3)cc2)C1=O (centres undefined)	-6
CCOC(=O)CNC(=O)c1ccc(OC)cc1	-6
O=C1N/C(=N/N=C/c2ccco2)SC1Cc1ccc(F)cc1 (centres undefined)	-12
CC(=O)CCc1c(C)nc2c(C)cccc2c1Cl	-19
O=C1CC(c2ccc(Cl)cc2)CN1C(=O)Nc1ccccc1 (centres undefined)	5
COc1ccc(NC(=O)C2(C)CC3C=CC2C3)cc1 (centres undefined)	-2
COc1ccc(C(NC(C)=O)NC(C)=O)cc1OC	28
CCOc1cccc2c1N(C(=O)c1ccc(OC)cc1)C(C)(C)C(=S)C2=C1SC(C(=O)OC)=C(C(=O)OC)S1	10
O=C1S/C(=C/c2ccccc2)C(=O)N1CNc1ccc(I)cc1	-29
CC(C)CNC(=O)c1cccc(NC(=O)CSCc2ccccc2)c1	4
COC(=O)C1=CN(Cc2ccc(C)cc2)C=C(C(=O)OC)C1c1ccc(OC(F)(F)F)cc1	-9
CN(C)c1ccc(NC(=O)Nc2ccc(Cl)cc2)cc1	-11
CN(C)C(=O)NCCSCc1ccccc1Cl	-63
Fc1ccc(NC(=S)Nc2ccc(Oc3ccccc3)cc2)cc1	3
O=C(/C=C/c1ccco1)Nc1ccc(Br)cn1	-9
CC1(C)CC(=O)C=C(NCC2CCNCC2)C1	-18
CCOC(=O)C1C(=O)C=C(/C=C/c2ccco2)CC1c1ccccc1 (centres undefined)	72
O=C1CCCC2=C1C(c1ccc(O)cc1)Nc1ccccc1N2 (centres undefined)	-5
O=[N+]([O-])c1ccc2c(c1)C1C=CCC1C(c1ccc(Cl)cc1)N2 (centres undefined)	-8
COc1ccc(-c2nc3ccccc3nc2N2CCOCC2)cc1	-7
O=C(Cc1ccc(Cl)cc1)NCc1cccnc1	0
O=C(O)c1ccccc1NC1=C(Cl)C(=O)N(c2ccc(Cl)cc2)C1=O	-11
CCOC(=O)c1c(NC(=O)c2nn3c(c2Cl)NC(c2cccs2)CC3C(F)(F)F)sc2c1CCC2 (centres undefined)	3
O=C(O)COc1ccccc1/C=N/NC(=O)/C(=C\c1ccc2c(c1)OCO2)NC(=O)c1ccccc1	6
CCOc1ccccc1C(=O)Nc1nnc(CC)s1	-18
O=c1[nH]cnc2c1C(c1ccc(Cl)cc1)c1c(nc[nH]c1=O)O2	0
Nc1cc(N)c(OCC(F)(F)F)cc1OCC(F)(F)F	2
CCOC(=O)CSc1nnc2c3ccccc3n(C)c2n1	-42
C=CCOc1ccc(Cl)cc1C=C1C(=O)NC(=O)NC1=O	-1
Cc1c(C(=O)OC(C)C)sc(NC(=O)c2ccc(Br)o2)c1C(=O)OC(C)C	-6
CCOc1ccc(N2C(=O)CC(NCc3ccc(S(N)(=O)=O)cc3)C2=O)cc1 (centres undefined)	-14
CCS(=O)(=O)c1nc2ccc([N+](=O)[O-])cc2s1	-2
COc1ccc(/C(C)=N/N2C(=O)c3ccccc3C2=O)cc1	-4
Cn1ccnc1SCc1ccc(C(=O)O)cc1	-7
COc1ccccc1C(=S)N1CCOCC1	4
CCOc1ccccc1N1CCN(C(=O)/C=C/c2ccc(C(C)(C)C)cc2)CC1	-2
NC(=O)c1ccc(NC(=O)C2CCCC2)cc1	-24
O=C(Nc1ccc(Cl)c(Cl)c1)Nc1nnc(CCc2ccccc2)s1	-6
O=C(Nc1cccc(-c2nc3ccccc3s2)c1)c1ccncc1	5
COc1cc(C=C2C(=O)NC(=S)NC2=O)cc(Br)c1O	2
COc1ccc(CCNC(=O)CSc2nc3ccccc3s2)cc1OC	-10
N/C(=N\OC(=O)COc1ccc2ccccc2c1)c1ccccn1	-5
CC1=NN(c2ccc(Cl)c(Cl)c2)C(=O)/C1=C/c1cccc([N+](=O)[O-])c1	-13
Cc1ccc(N=Cc2ccccc2O)cc1F	5

Additional entries follow:
SMILES	VHR inh color
O=C(Nc1cc(Cl)cc(Cl)c1)c1cccnc1	-22
O=[N+]([O-])c1ccc(C2CNC(c3ccccc3O)O2)cc1 (centres undefined)	-11
CN(C)CCN1C(=O)C(=O)/C(=C(/O)c2ccccc2)C1c1ccc2c(c1)OCO2 (centres undefined)	5
COc1ccc(C2C3C(=O)N(c4ccc(Br)cc4)C(=O)C3N3CCCN23)cc1 (centres undefined)	2
Cc1cccc(NC(=O)C(=O)NCc2ccccc2Cl)c1C	-9
CC(=C\c1ccccc1)/C=C1/SC(=Nc2ccc(F)cc2)NC1=O	16
COc1ccc(C(C)NC(=O)c2ccc(OC)c(OC)c2)cc1 (centres undefined)	-12
CCC1=NN2C(=N)/C(=C/c3ccc(-c4ccc(F)c(Cl)c4)o3)C(=O)N=C2S1	-34
COc1cc(C=NN2CCN(Cc3ccc(C)cc3C)CC2)cc(Br)c1O	18
CCOc1cc(C=C2C(=O)NC(=O)NC2=O)ccc1OCc1ccc(Cl)cc1	2
CN1C(CC(=O)Nc2ccc(Br)cc2)c2ccccc2CC1(C)C (centres undefined)	-16
Cc1ccc(OCC(=O)Nc2nc(-c3ccccc3)cs2)c(C)c1	-19
COc1ccc(Cl)cc1C(=O)Nc1cc(C)cc(C)n1	-30
Cc1cc(C(=O)NCc2cccnc2)ccc1[N+](=O)[O-]	-29
CC(c1ccccc1)N1C(=O)/C(=C/c2cccc([N+](=O)[O-])c2)SC1=S (centres undefined)	8
CN(C)CCN1C(=O)C(=O)/C(=C(/O)c2ccccc2)C1c1ccc(F)cc1 (centres undefined)	-11
CCOCCOC(=O)c1ccc(NC(=O)c2ccc([N+](=O)[O-])cc2)cc1	-6
O=S(=O)(Nc1ccc(Br)cn1)c1ccccc1	-33
O=C(/C=C/c1ccc2c(c1)OCO2)c1ccncc1	-9
COc1ccc(CNCc2ccc([N+](=O)[O-])cc2)c(OC)c1	-9
Cc1cc(C)nc(NS(=O)(=O)c2ccc(NC(=O)CSc3nnnn3-c3ccccc3)cc2)n1	-10
Nc1cccc(NC(=O)CCC(=O)O)n1	-1
O=C1C(Nc2ccccc2)=CC(c2ccccc2F)N1c1ccccc1 (centres undefined)	5
O=C(Nc1ccc2oc(-c3ccccc3)nc2c1)c1ccc2c(c1)OCCO2	-5
CCOC(=O)c1c(NC(=O)CN2C(=O)S/C(=C\c3ccccc3)C2=O)sc2c1CCCC2	-6
CONC(=O)c1ccc(C(=O)c2c(C)cc(C)cc2C)cc1	-9
O=c1nc(-c2ccccc2)c2cc(SC(F)(F)F)ccc2[nH]1	-6
O=C(NC(c1ccccc1)c1ccccc1)c1ccc([N+](=O)[O-])cc1	-13
Cc1ccsc1/C=C1/SC(=S)N(CCCCCC(=O)O)C1=O	10
CCc1ccc(C(=O)CC2(O)C(=O)Nc3ccccc32)cc1 (centres undefined)	-16
COc1cc(NC(=O)c2cccnc2)c(OC)cc1NC(=O)c1cccnc1	-19
COc1ccc(C2C(C(=O)OC(C)(C)C)C(=O)CC(C)(O)C2C(=O)OC(C)(C)C)cc1OC (centres undefined)	-10
Cc1cc(C)cc(N2C(=O)NC(=O)/C(=C\c3ccc(Br)cc3)C2=O)c1	-20
COC(=O)c1ccc(/C=C2\SC(=S)N(C(Cc3ccccc3)C(=O)O)C2=O)cc1 (centres undefined)	42
CC1=C(C(=O)OC(C)C)C(c2ccccn2)C2=C(CC(C)(C)CC2=O)N1 (centres undefined)	-6
COc1cc(NC(=O)c2cc(-c3cccs3)nc3ccccc23)c(OC)cc1Cl	4
Cc1cnn(-c2cc(N/N=C/c3ccc(Br)cc3)ncn2)c1	-41
O=C(COc1ccc(Cl)cc1Br)NCc1ccco1	2
COC(=O)c1ccccc1NC(=O)c1cc(-c2ccccc2)nc2ccccc12	1
CCc1ccc(/C=C2\C(=O)NN(c3ccccc3)C2=O)cc1	-16
O=C(CSc1nnc2n(Cc3ccccc3)c(=O)c3c4c(sc3n12)CCCC4)c1ccccc1	-2
CCOC(=O)c1c(C)nn(Cc2ccccc2)c1N	6
CC(C)CNC(=O)c1cccc(NC(=O)CN2C(=O)c3ccccc3C2=O)c1	-12
CN1CCCC1C(O)(c1ccccc1)c1ccccc1 (centres undefined)	-16

Filtered by structure: the compounds so far containing a CF3 group
SMILES	VHR inh color
CCOc1ccc(NC(=O)C(=O)Nc2cccc(C(F)(F)F)c2)cc1	1
COC(=O)C1=CN(Cc2ccc(C)cc2)C=C(C(=O)OC)C1c1ccc(OC(F)(F)F)cc1	-9
CCOC(=O)c1c(NC(=O)c2nn3c(c2Cl)NC(c2cccs2)CC3C(F)(F)F)sc2c1CCC2 (centres undefined)	3
Nc1cc(N)c(OCC(F)(F)F)cc1OCC(F)(F)F	2
O=c1nc(-c2ccccc2)c2cc(SC(F)(F)F)ccc2[nH]1	-6

Compound activity from PubChem BioAssay.
